UPR XBP1 act: activators of adaptive arm of unfolded protein response (XBP1); 330,000 tested, 0.33% active; CHO-XBP1 luciferase reporter, IRE1-XBP1 UPR activation, luminescence; percent of tunicamycin response, DMSO as zero; activation, % at 20 µM;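 active means versus positive control, 20 µM dose yields 30% or more activation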;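 further: 100% = tunicamycin at 10 µg/mL and 0% = DMSO only wells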
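Material: CHO cell line with stable XBP1 luciferase reporter; schedule: 16-18 h cell attachment at 37 °C, then 6 h compound exposure; signal: glow luminescence from Steady-Glo reagent; medium: serum-containing F12 medium, 10% FBS; benchmarks: tunicamycin 10 µg/mL and vehicle-only wells; read-out: percent activation relative to tunicamycin reference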
tim23-1 inh: tim23-1 yeast growth inhibition | 330,000 tested, 1.3% active | S. cerevisiae tim23-1 growth, BacTiter-Glo luminescence, 24 h | AID 463212 | inhibition, % at 20 µM;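 active means growth inhibition of the mutant yeast at or above 50%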;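 further: temperature-sensitive mutant grown at 25 °C; plate controls were DMSO-treated mutant yeast for no effect and medium wells lacking yeast for full effect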
697 NFkB inh: lowers PMA/ionomycin-induced NF-kB signal in 697 B cells; inhibition, % at 4 µM; AID 435022; 697 B-cell NF-kB luciferase reporter, 16 h; 330,000 tested, 0.33% active; in the data active means inhibition above about 35%
APJ antagonist: APJ receptor antagonism | CHO-K1 APJ beta-arrestin complementation, luminescence | inhibition, % at 20 µM | 330,000 tested, 0.32% active | AID 2521;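 active means inhibition above about 40% at 20 µM, limit read from the data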;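 further: cells challenged with 10 nM apelin-13 agonist together with compound; plate controls were apelin-13 plus DMSO wells for no effect and DMSO wells lacking apelin-13 for full effect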
CHOP UPR activ: activators of apoptotic arm of unfolded protein response (CHOP); activation, % at 10 µM; 330,000 tested, 0.34% active; CHO-CHOP luciferase reporter, UPR activation, luminescence; percent of tunicamycin response over DMSO baseline; AID 449763;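 active means at 10 µM dose, activation of 40% or more, normalized to positive control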;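 further: 100% = tunicamycin at 10 µg/mL and 0% = DMSO alone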
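Test system: CHO-CHOP cells, stable luciferase reporter of PERK-eIF2a-CHOP signalling | Quantity: 500 CHO-CHOP cells per well | Buffer or medium: F12 plus 10% serum | Compound dosing: 10 µM single point, 0.5% DMSO | Schedule: 6 h compound treatment, 37 °C | Signal: Luciferase luminescence | Control set: Tunicamycin high control, DMSO low control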
Jurkat NFkB inh: inhibitors of the PMA/ionomycin-induced NF-kB reporter in Jurkat cells; 330,000 tested, 0.53% active; PMA/ionomycin-induced NF-kB luciferase reporter, luminescence; inhibition, % at 4 µM; in the data active means inhibition above about 50%
Mdm2 MdmX PPI: human Mdm2/MdmX binding inhibition. O15151+Q00987. SaOS-2 split-luciferase Mdm2/MdmX complementation, luminescence. inhibition, % at 8 µM. 330,000 tested, 3% active. AID 485346;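 active means inhibition of at least 50% at 8 µM in the primary screen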
Target sequence (O15151 whole entry, looked up): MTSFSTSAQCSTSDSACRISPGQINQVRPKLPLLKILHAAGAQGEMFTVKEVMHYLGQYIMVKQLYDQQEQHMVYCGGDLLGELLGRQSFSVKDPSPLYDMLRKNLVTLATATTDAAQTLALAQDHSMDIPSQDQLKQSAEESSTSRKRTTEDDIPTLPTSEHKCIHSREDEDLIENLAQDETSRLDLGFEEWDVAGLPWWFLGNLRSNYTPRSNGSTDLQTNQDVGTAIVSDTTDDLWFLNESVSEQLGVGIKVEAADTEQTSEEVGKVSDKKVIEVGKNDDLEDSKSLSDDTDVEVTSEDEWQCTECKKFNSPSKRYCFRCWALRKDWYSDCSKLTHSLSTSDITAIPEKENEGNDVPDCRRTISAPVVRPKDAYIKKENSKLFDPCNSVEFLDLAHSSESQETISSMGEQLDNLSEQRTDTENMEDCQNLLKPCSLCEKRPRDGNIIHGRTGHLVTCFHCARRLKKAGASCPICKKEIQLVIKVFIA
Target sequence (Q00987 whole entry, looked up): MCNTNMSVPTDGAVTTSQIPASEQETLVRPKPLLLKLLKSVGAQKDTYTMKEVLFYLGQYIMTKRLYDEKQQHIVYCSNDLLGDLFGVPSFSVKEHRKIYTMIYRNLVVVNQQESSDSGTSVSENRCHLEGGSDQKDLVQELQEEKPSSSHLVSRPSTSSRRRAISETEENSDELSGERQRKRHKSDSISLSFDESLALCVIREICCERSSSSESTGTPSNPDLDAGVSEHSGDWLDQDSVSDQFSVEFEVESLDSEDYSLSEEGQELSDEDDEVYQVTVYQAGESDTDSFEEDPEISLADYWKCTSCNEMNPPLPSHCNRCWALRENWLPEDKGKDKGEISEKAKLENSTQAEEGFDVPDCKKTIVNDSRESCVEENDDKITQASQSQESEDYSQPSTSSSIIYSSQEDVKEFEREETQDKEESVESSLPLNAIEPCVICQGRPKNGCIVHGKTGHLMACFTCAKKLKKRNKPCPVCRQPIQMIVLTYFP
APJ ag: activates the human apelin receptor APJ; P35414; CHO-K1 APJ PathHunter beta-arrestin, luminescence; 0% DMSO wells, 100% apelin; activation, % at 20 µM; 330,000 tested, 0.11% active; AID 2520;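 active means activation more than six SD over the plate average, tested at 20 µM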;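 further: 0% = DMSO alone and 100% = apelin-13 at 10 nM; some results filed as inactive read as strong as hits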
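system = engineered CHO-K1 APJ arrestin reporter cells | input = 1000 cells per well | timing = overnight seeding, 90 min compound at 25 °C, 1 h detection | measured by = enzyme-fragment complementation luminescence | read-out = beta-arrestin recruitment to APJ as agonist activity, luminescent signal | control set = negative DMSO alone, positive Apelin-13 at 10 nM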
Starred values were filed as active, the others as inactive.

Values run as follows: UPR XBP1 act	tim23-1 inh	697 NFkB inh	APJ antagonist	CHOP UPR activ	Jurkat NFkB inh	Mdm2 MdmX PPI	APJ ag
CCOC(=O)Nc1ccc(S(=O)(=O)Nc2nccc(C)n2)cc1
→ 0	4	17	7	-1.4	10	19	-3
CC(=O)c1c(C)oc(C)c1CSCc1ccc(C(=O)O)o1
→ 1	15	6	-3	-0.4	7	2	-3
C#CCCCc1nc2ccccc2c(=O)n1N
→ 0	-8	-11	12	-0.2	4	36	2
CN1CCN(c2nc(-c3ccccc3)cc(C(F)(F)F)n2)CC1
→ 1	15	6	1	-0.8	-1	3	-5
CN(Cc1ccccc1)S(=O)(=O)c1ccccc1[N+](=O)[O-]
→ 1	23	-21	-13	-0.8	-5	11	-3
COc1ccc(C2=Nc3ccccc3OC2)cc1
→ 3	6	-46	-2	4.2	-70	-54	4
CC(C)(C)OC(=O)NCC12C=CC(O1)C1C(=O)N(Cc3ccccc3)C(=O)C12 (configuration not stated)
→ -1	10	2	2	-1.4	2	17	4
COC(=O)c1ccccc1NC(=O)CCCn1nc(C)c2c(C)n(-c3ccccc3)nc2c1=O
→ -1	14	-1	-3	1.1	-4	28	-4
COc1ccccc1C(=O)Nc1nc2cc3c(cc2s1)OCO3
→ 5	-1	-210	-13	7.0	-134	-214	-3
CCOC(=O)C1C2C=CC3(CN(Cc4cccs4)C(=O)C13)O2 (configuration not stated)
→ -2	3	11	-1	0.1	5	5	-2
c1ccc(Oc2cccc(CN3CCCCC3)c2)cc1
→ -3	0	13	4	-2.2	-8	8	-2
O=C(O)C1CCN(C(=O)CSc2nc3ccccc3c(=O)n2Cc2ccccc2)CC1
→ -5	9	1	19	0.4	-8	17	0
Cc1cccc(C)c1OCc1cc(C(=O)NCC2CC2)no1
→ 0	28	-7	15	4.8	2	42	-3
Cc1ccc(-c2nn(-c3ccccc3)cc2C(=O)OCC(=O)Nc2ncc(Cl)cc2Cl)cc1
→ -4	8	15	15	1.1	1	-11	-3
Cc1cc(OC(C)C(=O)N2CCN(c3ccccc3)CC2)c2c(C)c(C)c(=O)oc2c1 (configuration not stated)
→ 0	11	-10	8	-0.7	4	39	3
CC12CCC(C(=O)NNC(=O)c3ccccc3)(OC1=O)C2(C)C (configuration not stated)
→ -8	8	3	10	0.6	4	16	-2
COc1cccc(C(=O)NC(C)CCc2ccccc2)c1 (configuration not stated)
→ -4	7	4	12	1.1	-13	-3	-4
COc1ccc(S(=O)(=O)N2CCCN(C)CC2)cc1
→ 3	-7	24	0	0.9	-3	-26	-3
CN(C(=O)COC(=O)c1cc2ccccc2cc1O)c1c(N)n(Cc2ccccc2)c(=O)[nH]c1=O
→ -2	1	6	-54	0.1	3	10	6
COc1cc(C(=O)NC2CCCc3c2cnn3-c2ccccc2F)cc(OC)c1OC (configuration not stated)
→ -4	7	-35	-1	-1.8	27	18	5
Cn1c(CNC(=O)CNC(=O)c2cccc(Cl)c2)cc(=O)n(C)c1=O
→ -2	-10	0	-6	1.4	11	-11	-1
COc1ccc(CC(=O)NNc2ncnc3c2cnn3-c2ccc(C)cc2)cc1OC
→ 2	-12	9	-5	-0.5	-2	8	-3
CC(C)CC(=O)NC(=S)Nc1cccc(NC(=O)c2ccccc2)c1
→ -2	30	8	-9	-0.7	-10	23	-3
COC(=O)c1cccc(C23CC4(C2)[C@H](CN(Cc2ccc(-c5ccccc5)cc2)[C@@H]4c2ccccc2)C3c2ccc(Cl)nc2)c1 (some centres not stated)
→ -1	13	-5	-17	-0.4	-13	-48	-1
CC(C)N(Cc1ccccc1)C(=O)COC(=O)c1cc[n+]([O-])cc1
→ 0	0	1	-3	0.2	-5	25	-3
CCOC(=O)N1CCC(NC(=O)c2ccc3c(c2)N=C(CC)c2cc(C)ccc2S3)CC1
→ -4	21	-39	-10	-1.0	43	61*	1
COc1ccccc1CCNC(=O)C(=O)c1cn(CC(=O)N2CCOCC2)c2ccccc12
→ 0	7	-22	-13	4.6	-15	-5	-2
N#Cc1ccc(CSc2nnc(-c3cccc(S(=O)(=O)N4CCCCC4)c3)o2)cc1
→ 0	20	3	-12	0.8	9	23	-3
CCOC(=O)C1=C(c2ccccc2)Nc2nc(C)nn2C1c1cccc(OC)c1OC (configuration not stated)
→ 0	20	-25	-13	-0.5	-16	-24	1
COc1ccc(NC(=O)CCC(=O)c2ccc(Cl)cc2)cn1
→ -3	11	7	5	1.6	4	24	-3
O=C(Nc1ccccc1)C(c1ccccc1)c1ccccc1
→ 2	2	-12	-3	-1.5	-13	8	-1
CSc1ccccc1NC(=O)Nc1cccc2ccccc12
→ -1	10	6	-17	3.6	-8	-9	-4
COc1ccc(/C=C\C(=O)NCC(=O)N/N=C/c2cccc(OC)c2O)cc1
→ -1	2	-6	6	0.4	12	44	10
COc1ccc(-n2ccc(=O)c(C(=O)O)n2)cc1
→ 1	11	8	4	-1.2	-7	-13	-4
COc1ccc(NC(=O)/C=C/c2ccc(OC(F)F)cc2)cn1
→ 3	-10	-18	-11	1.4	24	17	0
O=C(COC(=O)CNC(=O)c1ccccc1F)Nc1nnc(-c2ccccc2)o1
→ 1	0	-11	8	3.6	14	28	6
CCNC(=S)NC(=NCc1cccnc1)Nc1nc(C)cc(C)n1
→ 1	17	-9	-5	3.9	-1	-1	-3
CCc1nc2cc(Cl)c(Cl)cc2nc1CC
→ 1	14	-2	15	-0.6	0	-4	-5
CC(=O)CCc1ccc(OCC(=O)Nc2cccc(S(=O)(=O)N(C)c3ccccc3)c2)cc1
→ 1	5	-12	-9	-1.3	8	22	10
CCC(=O)Nc1nnc(S(=O)(=O)N(CC)c2ccc(Cl)cc2)s1
→ 0	1	-14	-10	1.8	-8	-6	1
Cc1cccc2nc(CSc3nc4ccccc4o3)cn12
→ 4	37	-49	8	6.2	-18	-64	-2
COc1cccc(/C=N/NC(=O)c2c(-c3ccccc3)noc2C)c1O
→ -3	32	-14	-8	-3.5	14	34	3
COc1ccccc1C(=O)NCC(=O)OCCCOC(=O)CNC(=O)c1ccccc1OC
→ -6	13	5	19	3.1	15	10	-5
COc1ccc(/C=C2/SC(=O)NC2=O)cc1
→ -1	39	-45	-2	3.8	-8	-17	-2
COc1ccc(NC(=O)CSc2nnc(C3CCCCC3)n2N)cc1OC
→ 0	-11	7	9	0.8	4	-1	-3
Cn1c(CS(=O)Cc2c(Cl)cccc2Cl)nnc1SCc1ccc(Cl)cc1 (configuration not stated)
→ -2	37	10	-21	4.2	4	8	-1
O=C(c1cccc(N2C(=O)c3ccccc3C2=O)c1)N1CCCC(C(F)(F)F)C1 (configuration not stated)
→ -2	11	8	29	0.4	10	11	-5
CN1CCN(CCCNC(=O)Nc2ccc([N+](=O)[O-])cc2)CC1
→ -4	-5	9	-5	0.4	1	1	0
O=C(N/N=C/c1ccc[nH]1)c1cccc([N+](=O)[O-])c1
→ -1	-3	-8	2	2.5	-11	7	2
CCOc1ccc(S(=O)(=O)NC(C)C(=O)NCc2ccccn2)cc1 (configuration not stated)
→ 7	-3	7	-6	-0.1	3	7	1

Additional compounds follow.
Values run as follows: UPR XBP1 act	tim23-1 inh	697 NFkB inh	APJ antagonist	CHOP UPR activ	Jurkat NFkB inh	Mdm2 MdmX PPI	APJ ag
CN(C(=O)COc1ccccc1C(=O)NCc1ccccc1)C1CCS(=O)(=O)C1 (configuration not stated)
→ 0	-4	14	16	0.1	-21	8	-5
COCCSc1ccccc1C(=O)Nc1nnc(C)s1
→ -1	9	32	12	-0.6	6	12	-4
C[N+](C)(C)C/C=C1/COCO1
→ -1	11	27	14	-0.4	-3	18	1
O=C(c1ccc(S(=O)(=O)Nc2cccc(C(F)(F)F)c2)cc1)N1CCOCC1
→ -3	-1	-2	-39	-0.6	-14	21	1
CC1(C)CC2CC(C)(CN2C(=O)COC(=O)Cn2[nH]c(=O)c3ccccc3c2=O)C1 (configuration not stated)
→ 0	21	9	6	-0.2	1	24	-5
Cc1ccc2c(c1)c(/C=C/c1cc[n+](C)cc1)c(C)n2C
→ -2	-3	-3	16	-0.5	46	83*	-2
Cn1cccc1C(=O)N1CCN(c2cccc(C(F)(F)F)c2)CC1
→ 2	15	-10	13	-0.9	6	14	-3
CCOC(=O)C(NC(=O)Nc1ccc(O)cc1)(c1ccccc1)C(F)(F)F (configuration not stated)
→ -1	4	0	-6	-2.5	11	5	0
CC1(C)C(=O)Nc2ccccc2N1C(=O)COC(=O)Cc1ccc(Cl)c(Cl)c1
→ 0	14	10	-3	0.2	-6	0	-2
Nc1nc(NCCOCCO)nc(N2CCCCCC2)c1[N+](=O)[O-]
→ 2	5	17	-2	0.5	7	2	-2
CCCCN(CCCC)S(=O)(=O)c1ccc2oc(C(=O)N3CCOCC3)c(C)c2c1
→ -3	8	12	4	-1.8	7	-10	-1
CCCCn1c(N)c(N(CCOC)C(=O)c2nn(CC)c(=O)c3ccccc23)c(=O)[nH]c1=O
→ -1	-2	3	15	1.3	-2	0	1
CCOC(=O)N1CCN(c2nc(SC)nc3sc4c(c23)CC(C)(C)OC4)CC1
→ 1	27	15	9	-2.8	-8	27	-3
CCc1nc2oc3ccccc3c(=O)c2c(=O)n1-c1ccc(C)cc1
→ 3	-4	-116	12	5.8	-91	-109	-5
Cc1cc(Nc2ccc(Cl)cc2)nc(NCc2ccccc2)n1
→ 13	48	-19	-48	4.3	25	63*	-3
NS(=O)(=O)c1cc(C(=O)OCC(=O)NNC(=O)c2ccccc2)ccc1Cl
→ -1	8	17	-15	2.6	5	5	-5
CCc1ccc(NC(=O)C[n+]2cc(-c3ccc(C)cc3)n3c2CCC3)cc1
→ -3	-2	2	1	-0.3	17	8	2
Cc1ccc(C)c(OCCCNC2CCCC2)c1C
→ 0	4	2	-16	-1.1	10	-3	-4
COC(=O)c1ccccc1NC(=O)CNc1ccc(F)c(S(=O)(=O)N2CCOCC2)c1
→ -3	22	-11	-1	0.5	5	-8	-3
CC(C)/C=C/C(=O)N1CCC(N2CCC(C(=O)NCc3ccccn3)CC2)CC1
→ -7	5	1	14	-1.7	-5	11	-1

Brought forward from above: three entries, followed by the next part.
Values run as follows: UPR XBP1 act	tim23-1 inh	697 NFkB inh	APJ antagonist	CHOP UPR activ	Jurkat NFkB inh	Mdm2 MdmX PPI	APJ ag
Cc1ccc(C)c(OCCCNC2CCCC2)c1C
→ 0	4	2	-16	-1.1	10	-3	-4
COC(=O)c1ccccc1NC(=O)CNc1ccc(F)c(S(=O)(=O)N2CCOCC2)c1
→ -3	22	-11	-1	0.5	5	-8	-3
CC(C)/C=C/C(=O)N1CCC(N2CCC(C(=O)NCc3ccccn3)CC2)CC1
→ -7	5	1	14	-1.7	-5	11	-1
COc1ccc(C)cc1NC(=O)n1ncc2c(C)cccc21
→ 7	11	-29	-3	2.6	-13	-40	-3
COc1ccc(-c2c([C@H]3[C@H]4C=CC[C@@H](C)[C@@H]4C(=O)N3Cc3ccccc3)ccc3ccccc23)cc1OC
→ 4	11	25	19	1.7	28	71*	2
O=C(NCCc1c[nH]c2ccccc12)c1ccc(Cl)cc1
→ -3	30	-109	0	2.5	-69	-86	1
Cc1c(CC(=O)O)c(=O)oc2c(C)c(OCc3ccccc3)ccc12
→ -4	4	-3	6	2.1	-11	28	-3
O=C1CC(N2CCN(c3cccc(C(F)(F)F)c3)CC2)C(=O)N1c1ccccc1 (configuration not stated)
→ 0	13	6	1	1.3	-3	-2	2

Source: PubChem BioAssay (Sanford-Burnham Center for Chemical Genomics)
